Bim-Mcl-1 – inhibitors of Bim peptide binding to Mcl-1, primary screen, biochemical, bead-based flow cytometry, multiplex; Induced myeloid leukemia cell differentiation protein Mcl-1 (Homo sapiens), Q07820; Bim peptide-Mcl-1 binding; inhibition, % at 10 µM; 0.1% of 190,000 active; AID 1009, 2008;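 note: 0% = no compound tracer wells and 100% = peptide blocker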
Target sequence (Q07820 whole entry, looked up): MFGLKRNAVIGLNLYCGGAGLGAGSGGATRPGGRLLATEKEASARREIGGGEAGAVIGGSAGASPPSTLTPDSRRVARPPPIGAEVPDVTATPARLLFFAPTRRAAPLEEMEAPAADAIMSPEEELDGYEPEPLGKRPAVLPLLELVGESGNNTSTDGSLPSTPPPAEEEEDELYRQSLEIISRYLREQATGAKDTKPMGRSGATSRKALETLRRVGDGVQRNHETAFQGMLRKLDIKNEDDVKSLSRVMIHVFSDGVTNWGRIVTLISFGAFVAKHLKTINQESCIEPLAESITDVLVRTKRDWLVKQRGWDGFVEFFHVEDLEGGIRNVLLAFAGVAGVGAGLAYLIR
Bim-Bfl-1 – inhibitors of Bim binding to Bfl-1, primary screen, biochemical, multiplexed, bead-based flow cytometry. Bcl-2-related protein A1 (Homo sapiens), Q16548. Bim-Bfl-1 binding inhibition. inhibition, % at 10 µM. 0.12% of 190,000 active. AID 1008, 2008;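 note: 0% = wells without compound plus tracer and 100% = blocker peptide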
RGS4-Gao reg – modulators of RGS4 binding to Galphao, primary screen, biochemical, multiplexed bead flow cytometry; Guanine nucleotide-binding protein G(o) subunit alpha (Homo sapiens), P09471; actives lie on both sides; binding response (% of control), % at 10 µM; 0.33% of 220,000 active; in the data active = binding response below about 49% or above about 150%; inactive = in between;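 note: fluorescent Galphao activated with aluminum fluoride binding bead-coupled RGS4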
Bim-Bcl-W – inhibitors of Bim binding to Bcl-W, primary screen, biochemical, multiplexed, bead-based flow cytometry | Bcl-2-like protein 2 (Homo sapiens), Q92843 | Bim peptide-Bcl-W binding | inhibition, % at 10 µM | 0.02% of 190,000 active | AID 952, 2007;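 note: 0% = bound tracer without compound and 100% = peptide blocker; higher means less fluorescent Bim peptide bound to Bcl-W beads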
Target sequence (Q92843 whole entry, looked up): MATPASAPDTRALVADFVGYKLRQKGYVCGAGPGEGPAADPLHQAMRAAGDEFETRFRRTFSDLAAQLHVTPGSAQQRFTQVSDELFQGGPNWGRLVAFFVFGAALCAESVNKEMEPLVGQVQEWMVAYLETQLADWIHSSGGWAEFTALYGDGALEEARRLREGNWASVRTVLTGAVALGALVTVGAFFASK
Mcl1-Bid inh – Mcl-1/Bid binding inhibitors, primary screen, biochemical, TR-FRET, 1536-well. TR-FRET Mcl-1/Bid-Dy647 peptide binding. inhibition, % at 21.7 µM. 0.97% of 220,000 active;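 active = compounds that cut the binding signal by more than half at the single screening dose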;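 note: His-tagged Mcl-1 with europium anti-His antibody binding Bid BH3 peptide; 0% = Mcl-1 plus peptide wells and 100% = peptide-only wells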
Bcl-2 Bim block – inhibitors of Bim-Bcl-2 binding, primary screen, biochemical, multiplexed, human Bcl-2 family; Apoptosis regulator Bcl-2 (Homo sapiens), P10415; Bead-based flow cytometry, Bim peptide-Bcl-2 binding; inhibition, % at 10 µM; 0.06% of 190,000 active; in the data active = inhibition above about 40%; inconclusive = no clear call, values can overlap the other calls;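 note: 0% = no compound wells with probe peptide and 100% = reference peptide inhibitor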
Target sequence (P10415 whole entry, looked up): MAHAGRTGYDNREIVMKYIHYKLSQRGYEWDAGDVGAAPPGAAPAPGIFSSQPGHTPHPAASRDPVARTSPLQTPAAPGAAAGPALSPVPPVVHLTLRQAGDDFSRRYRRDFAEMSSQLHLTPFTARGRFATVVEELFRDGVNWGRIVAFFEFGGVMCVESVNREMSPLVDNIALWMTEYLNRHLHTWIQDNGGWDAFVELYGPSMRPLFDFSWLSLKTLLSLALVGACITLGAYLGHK
GSH fluor – compound fluorescence on glutathione beads, profiling panel, artefact control, biophysical, 488/530 nm, flow cytometry; GSH beads flow cytometry, compound fluorescence 488/530 nm; active compounds read high; fluorescence (KMESF) at 10 µM; 0.25% of 190,000 active; AID 1776, 2009; in the data active = fluorescence above about 89;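 note: glutathione beads carrying GST-tagged Bcl family fusion proteins plus one bare bead set; values are compound well signal with DMSO vehicle wells as background; inactives centre near 16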
Bim-Bcl-B – inhibitors of Bim-Bcl-B binding, primary screen, biochemical, multiplexed, human Bcl-2 family; 0.073% of 190,000 active; inhibition, % at 10 µM; AID 951, 2007; bead-based flow cytometry, Bim peptide-Bcl-B binding;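 note: 0% = tracer peptide without compound and 100% = reference inhibitor peptide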
RGS8-Gao reg – RGS8-Galphao binding modulators, primary screen, biochemical, multiplexed bead flow cytometry. Guanine nucleotide-binding protein G(o) subunit alpha (Homo sapiens), P09471. response (percent of control binding), % at 10 µM. AID 1423, 2008. actives lie on both sides. 0.34% of 220,000 active; in the data active = response below about 60% or above about 140%; inactive = in between;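 note: Galphao activated as the GDP aluminium fluoride complex binding bead-coupled RGS8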
Bcl-XL Bim block – inhibitors of Bim-Bcl-XL binding, primary screen, biochemical, multiplexed, bead flow cytometry, human Bcl-XL; Bcl-2-like protein 1 (Homo sapiens), Q07817; Bim peptide-Bcl-XL binding, fluorescence; inhibition, % at 10 µM; 0.04% of 190,000 active; AID 1007, 2008
Target sequence (Q07817 whole entry, looked up): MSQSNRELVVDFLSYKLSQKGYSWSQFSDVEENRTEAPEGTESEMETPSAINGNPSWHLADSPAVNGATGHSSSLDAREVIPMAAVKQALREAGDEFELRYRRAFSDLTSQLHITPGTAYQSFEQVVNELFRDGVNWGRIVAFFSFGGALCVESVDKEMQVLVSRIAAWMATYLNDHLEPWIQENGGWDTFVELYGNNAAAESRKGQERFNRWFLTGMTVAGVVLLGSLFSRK
RGS7-Gao – RGS7-Galphao binding modulators, primary screen, biochemical, multiplexed bead flow cytometry; 0.35% of 220,000 active; binding response (% of control), % at 10 µM; actives lie on both sides; in the data active = binding response below about 49% or above about 150%; inconclusive = no clear call, values can overlap the other calls; inactive = in between;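 note: fluorescent Galphao held in activated GDP-AlF4 state binding bead-coupled RGS7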
An asterisk follows results filed as active; ? = inconclusive. Cut-off read from the data, not from the text of the source, unless noted: active = inhibition above about 40%.

SMILES	Bim-Mcl-1	Bim-Bfl-1	RGS4-Gao reg	Bim-Bcl-W	Mcl1-Bid inh	Bcl-2 Bim block	GSH fluor	Bim-Bcl-B	RGS8-Gao reg	Bcl-XL Bim block	RGS7-Gao
Cc1ccccc1NC(=O)CC1SC(=NC2CCCCC2)NC1=O (configuration not stated)	0	-1	96	-2	-28	3	10	0	97	0	93
COc1ccc(Cl)cc1NC(=S)Nc1ccc(Cl)cn1	-2	-1	98	-1	-11	0	17	-1	102	-1	103
CCOc1ccc(N2CC(C(=O)Nc3ccc(F)cc3F)CC2=O)cc1 (configuration not stated)	-5	-10	99	-4	3	-5	13	-7	101	-12	101
C=CCOc1ccccc1CNn1nnnc1N	1	-8	94	-2	2	-3	59	-2	97	0	95
CCCCn1nc2cc(C(=O)NCc3cc(C(F)(F)F)cc(C(F)(F)F)c3)ccc2c1OC	-1	-9	90	0	-11	-6	60	-8	102	-15	98
O=C1CC(c2ccccc2)CC(=NCCO)/C1=C(\O)CCCN1C(=O)c2ccccc2C1=O (configuration not stated)	-1	3	100	-2	-5	-2	12	3	102	0	102
CC1(C)CC(=O)C(C=NCCCN2CCOCC2)=C(O)C1	-1	2	104	0	-29	0	20	0	110	2	100
CN(Cc1ccccc1)C(=O)Cn1c(=O)oc2cc(S(=O)(=O)NCc3ccccc3)ccc21	0	-12	100	-1	-13	-6	19	-5	102	-4	100
COc1cccc(C2(CSc3nnc(-c4cc(OC)c(OC)c(OC)c4)o3)OCCO2)c1	0	-14	100	0	6	-11	25	-8	102	-7	101
O=C1OCC(CO)(CO)N=C1NNc1cc(Cl)ccc1Cl	0	-14	101	2	-31	-9	30	-6	100	0	102
CCn1c(SCC(=O)c2ccc(C)cc2)nnc1-c1ccoc1C	1	-4	102	0	-2	-4	53	-6	101	8	103
O=C(/C=C/c1ccco1)Nc1ccc2c(c1)OCCO2	4	-1	102	-5	-39	-1	18	-8	105	-4	102
O=C(O)C1CCCCC1C(=O)Nc1nc(-c2ccc(Cl)s2)cs1 (configuration not stated)	1	-2	98	-2	-114	0	11	-3	98	0	?
O=C(O)c1ccc2c(c1)C(=O)N(Cc1ccc3c(c1)OCO3)C2=O	-1	-11	103	-3	-4	-9	31	-9	103	-9	103
CCN1CCN(S(=O)(=O)c2ccc3c(c2)OCCO3)CC1	-5	-20	101	-3	-40	-10	28	-9	103	-3	98
c1ccc(C(c2c[nH]c3ccccc23)c2c[nH]c3ccccc23)nc1	3	-3	113	5	-56	-3	6	-2	106	-2	108
CC1(C)N=C(SCC(=O)Nc2ccc(Cl)cc2)C(c2ccc(Cl)cc2)=N1	-7	-7	99	3	17	-8	51	-12	99	-1	98
O=C(C1CCCCC1)N1CCN=C1SCc1cccc([N+](=O)[O-])c1	1	-4	96	0	-3	-3	23	-5	99	-3	97
O=C(Nc1ccccn1)c1cccc(S(=O)(=O)N2CCCCC2)c1	2	-12	105	1	-6	-4	20	-6	115	-4	102
Clc1ccc2nc(CN3CCCCCC3)cn2c1	-2	-5	99	-3	-25	-4	15	0	100	-1	98
CC1=C(C(=O)Nc2ccccc2)C(c2ccc(C)cc2)N=C(Nc2nc3ccccc3o2)N1 (configuration not stated)	0	-3	96	0	28	-1	28	0	101	0	95
O=C(N/N=C/c1ccc(Cl)c([N+](=O)[O-])c1)C1CC1	-1	-2	103	0	-7	0	30	-1	103	0	107
O=C(CN1CCC(C(=O)c2cccc(Cl)c2)CC1)Nc1ccc(C(=O)O)cc1	-1	3	104	3	-19	0	13	0	115	0	100
O=C1N(Cc2cccc(Cl)c2)C[C@@H]2C[C@@H](c3cccn3-c3ccccn3)N3CCC[C@@]123	0	-7	101	-6	-51	-7	13	-7	104	-6	99
CC(=O)c1sc(NC(=O)c2ccc(F)cc2)nc1-c1ccccc1	0	-7	105	-1	0	-2	11	-3	106	-1	103
CCOC(=O)C1CCCN(C(=O)/C=C/c2ccc([N+](=O)[O-])cc2)C1 (configuration not stated)	-5	-10	100	-10	18	-4	20	-10	105	-12	106
FC(F)(F)c1cccc(NC(=S)NCc2ccccn2)c1	-7	-6	96	-6	-17	-2	13	-7	100	-5	95
COc1ccc(-n2c(C)cc(C(=O)Cn3c(NCCO)nc4ccccc43)c2C)cc1	0	-11	100	1	-27	-8	38	-8	99	1	97
CN(CCOc1ccccc1)C(=O)c1cc([N+](=O)[O-])cc([N+](=O)[O-])c1	0	2	98	-1	-15	1	17	0	103	0	99
C(=N\c1nc2ccccc2n1Cc1ccccc1)/c1cccs1	-1	-3	108	-6	51*	-4	7	-4	102	-4	103

Printed as active in Mcl1-Bid inh, of those listed so far:
molecule,Bim-Mcl-1,Bim-Bfl-1,RGS4-Gao reg,Bim-Bcl-W,Mcl1-Bid inh,GSH fluor,Bim-Bcl-B,RGS8-Gao reg,Bcl-XL Bim block,RGS7-Gao
C(=N\c1nc2ccccc2n1Cc1ccccc1)/c1cccs1,-1,-3,108,-6,51*,7,-4,102,-4,103

(list continues)
SMILES	Bim-Mcl-1	Bim-Bfl-1	RGS4-Gao reg	Bim-Bcl-W	Mcl1-Bid inh	Bcl-2 Bim block	GSH fluor	Bim-Bcl-B	RGS8-Gao reg	Bcl-XL Bim block	RGS7-Gao
CCN=C1SC(CC(=O)NC(N)=O)C(=O)N1CC (configuration not stated)	0	-10	103	4	7	-7	32	-6	105	8	104
Cc1cc(NS(=O)(=O)c2ccc(CC(C)C)cc2)no1	-2	-4	96	-2	8	-3	25	-3	100	-4	93
c1ccc(N2CCN(Cc3cn4ccccc4n3)CC2)cc1	-5	-9	101	-3	-48	-6	24	-3	101	-5	101
CCCC(=O)N(CCc1ccccc1)Cc1nc2ccccc2c(=O)[nH]1	-1	1	98	1	-3	1	7	3	101	2	99
CC(C)NC(=O)Cn1nnc(-c2cccc(NC(=O)c3ccccc3F)c2)n1	5	-3	101	4	10	1	7	-5	104	2	103
Cc1cccc(-c2nc(CS(=O)CC(=O)NCC3CCCO3)c(C)o2)c1 (configuration not stated)	-1	-10	98	0	-13	-7	14	-4	97	-2	102
Nc1ccc2nc3n(c(=O)c2c1)CCC3	-1	-6	98	0	-39	-5	14	-3	99	-8	97
O=C(/C=C/c1ccccc1)N/C(=C/c1ccccc1)C(=O)N1CCCCC1	-4	-9	101	-5	-3	-9	35	-8	101	-8	103
O=C(NCc1ccc2c(c1)OCO2)c1cccs1	-4	-12	98	0	0	-5	32	-9	100	-7	104
CS(=O)(=O)N(CC(=O)N1CCN(c2ccccc2)CC1)c1ccc(Cl)c(C(F)(F)F)c1	-2	-17	102	-3	-13	-9	35	-10	102	-7	103

Some of these compounds in order of the Bcl-XL Bim block value, falling:
| SMILES | Bcl-XL Bim block |
| --- | --- |
| C=CCOc1ccccc1CNn1nnnc1N | 0 |
| Clc1ccc2nc(CN3CCCCCC3)cn2c1 | -1 |
| CCN1CCN(S(=O)(=O)c2ccc3c(c2)OCCO3)CC1 | -3 |

The list goes on.
SMILES	Bim-Mcl-1	Bim-Bfl-1	RGS4-Gao reg	Bim-Bcl-W	Mcl1-Bid inh	Bcl-2 Bim block	GSH fluor	Bim-Bcl-B	RGS8-Gao reg	Bcl-XL Bim block	RGS7-Gao
CCCC(=O)c1cc(F)c(N2CCN(C(=O)OCC)CC2)cc1C	-5	-4	102	-2	7	-2	45	-1	99	-3	103
O=C1CCCN1Cc1ncnn1-c1ccccc1	-4	-13	98	-3	-1	-8	31	-14	98	-9	102
O=C(CCC1CCCCC1)NNC(=O)NC12CC3CC(CC(C3)C1)C2	-2	-17	103	-2	-2	-11	29	-9	100	-3	99
COc1ccc(C)cc1-n1nnnc1SCC1CCCO1 (configuration not stated)	-2	-18	26*	0	-2	-11	24	-9	16*	-4	21*
Cc1ccc2c(c1)N(CCC(=O)NCc1cccnc1)C(=O)CO2	-1	-3	99	-2	-26	-4	15	-4	100	-5	99
CCOC(=O)CCc1c(C)nc2cc(C3CCCN(C(=O)OC(C)(C)C)C3)[nH]n2c1=O (configuration not stated)	4	-3	107	4	-20	0	11	-1	104	0	102
Cc1cc(OCCOCCNC(C)C)cc(C)c1Cl	-2	-1	71	-1	12	-2	12	-1	86	0	76
COc1cc(NC(=S)NCc2cccnc2)cc(OC)c1	-4	0	102	-1	-51	-1	5	-5	96	-3	99
Cc1ccc(S(=O)(=O)CCC(=O)NCCN2C(=O)S/C(=C/c3ccc(F)cc3)C2=O)cc1	-6	-2	61	-3	2	-4	10	-8	72	-7	61
CCOC(=O)c1sc(NC(=O)CCN2CC(C)OC(C)C2)c(C(=O)OCC)c1C (configuration not stated)	-3	-12	102	0	3	-12	34	-11	97	-4	104
O=C(Cn1cnc2c(nnn2-c2ccccc2)c1=O)NCC1CCCO1 (configuration not stated)	-3	-9	99	-8	-7	-6	14	-10	98	-9	100
COCCNC(=O)NC1(C(F)(F)F)Oc2ccc(Cl)cc2O1 (configuration not stated)	-5	-18	104	-3	-5	-11	26	-5	102	-14	99
COCc1c(C(=O)OC)nnn1-c1ccccc1	-2	-2	100	-2	6	1	38	-1	101	-5	98
O=C(CSc1cccc[n+]1[O-])Nc1cccc(S(=O)(=O)NC2=NCCCCC2)c1	0	-5	96	-1	-10	-2	11	-5	98	-2	?
COC(=O)C1=C(NC(=O)c2ccccc2[N+](=O)[O-])CCS1	-1	-4	113	0	-36	-2	14	-3	111	-2	111
O=C(CSc1nc2ccccc2o1)Nc1ccc(N2CCOCC2)c(Cl)c1	-2	-2	105	-2	-3	-3	28	0	106	-4	106
COc1ccccc1CN(Cc1cc2cc(C)ccc2[nH]c1=O)Cc1nnnn1CC1CCCO1 (configuration not stated)	-10	-23	101	-6	-17	-12	25	-12	100	-14	96
O=C(CCN1CCOCC1)N/N=C/c1cc([N+](=O)[O-])ccc1OC(F)F	-4	-6	104	-3	-8	-7	12	-4	101	-3	108
CCOC(=O)C1=NN(N=O)C2(CC(=O)N(c3cc(C)cc(C)c3)C2=O)C1 (configuration not stated)	0	-9	105	0	12	-6	16	-4	104	-4	102
CCc1ccccc1NC(=O)c1ccc([N+](=O)[O-])s1	3	-2	104	3	1	0	22	4	114	1	104
COC(=O)C1=C(C)N(CCc2cc(OC)c(OC)c(OC)c2)C(=O)N[C@H]1c1cccs1	3	7	104	3	-4	3	18	4	106	3	102
COc1ccc(Br)cc1S(=O)(=O)n1ccnc1C	-2	0	106	-3	14	0	35	-2	107	-2	103
N#Cc1ccc(CSc2nnc(-c3cccc(S(=O)(=O)N4CCCCC4)c3)o2)cc1	-3	-2	105	-4	8	-5	11	-6	104	-3	100
CCOc1ccc(N2C(=O)CC(NCC3CCCO3)C2=O)cc1 (configuration not stated)	-1	3	104	-1	-33	-1	11	1	104	-2	107
CN(C)c1ccc(CNC(=O)CN(C)S(=O)(=O)c2cccc3cccnc23)cc1	1	1	110	0	-37	4	20	0	116	-3	113

Screens: PubChem, several laboratories

Compounds were not picked by outcome. About 1.8% of those tested had a hit in this group.
